POLI inh – DNA polymerase iota (human) inhibition. Q9UNA4. Pol iota fluorescent replication assay, 10 min. Potency, µM (top dose mostly 115 µM), inactives show top-dose activity, negative = inhibition, most hits filed as inhibitors. 1% of 390,000 active; also: potency is read from the fitted curve at half-maximal effect
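Fluorescent replication assay read twice, at 0 min and 10 min after adding 50 nM (final) substrate. Enzyme (10 nM) and compounds were first incubated 15 min at room temperature; enzyme-free buffer wells were negative controls.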
GRP78 ERSR act – induces the endoplasmic reticulum stress response in human glioma cells; U87-MG GRP78 promoter luciferase reporter, 16 h; Potency, µM, for the others: at the top dose activation, most hits filed as activators; 0.02% of 420,000 active; also: potency is read from the fitted curve at half-maximal effect; series mostly up to about 76 µM; % of control where 0% means no effect; nearly all actives have a fitted effect of over 35% in size
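Stably transfected U87-MG human glioma cells carrying a GRP78-based luminescent sensor were seeded at 1000 cells/well, pin-dosed with compounds and incubated 16 h. Luciferase reagent was then added, and end-point luminescence was read after 10 min at room temperature.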
BLM helicase inh – inhibitors of human Bloom syndrome helicase BLM; P54132; recombinant BLM DNA unwinding, fluorescence dequenching; Potency, µM (doses to about 56.1 µM), inactives show at the top dose activity change, negative = inhibition, usual class: inhibitors; 0.2% of 350,000 active; AID 2528;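 also: potency is read from the fitted curve at half-maximal effect; plate controls were vehicle for no effect and no enzyme for full effect; nearly all actives have a fitted effect of over 35% in size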
APEX1 inh – inhibitors of human APE1 endonuclease; recombinant APE1, TAMRA/BHQ-2 abasic DNA cleavage fluorescence; Potency, µM (top dose mostly 65.8 µM), for the others: at the highest dose activity change, negative = inhibition, most hits filed as inhibitors; AID 2517; 0.35% of 350,000 active;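 also: potency is read from the fitted curve at half-maximal effect; plate controls were vehicle for no effect and reference inhibitor for full effect; nearly all actives have a fitted effect of over 55% in size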
Target sequence (P27695 whole entry, looked up): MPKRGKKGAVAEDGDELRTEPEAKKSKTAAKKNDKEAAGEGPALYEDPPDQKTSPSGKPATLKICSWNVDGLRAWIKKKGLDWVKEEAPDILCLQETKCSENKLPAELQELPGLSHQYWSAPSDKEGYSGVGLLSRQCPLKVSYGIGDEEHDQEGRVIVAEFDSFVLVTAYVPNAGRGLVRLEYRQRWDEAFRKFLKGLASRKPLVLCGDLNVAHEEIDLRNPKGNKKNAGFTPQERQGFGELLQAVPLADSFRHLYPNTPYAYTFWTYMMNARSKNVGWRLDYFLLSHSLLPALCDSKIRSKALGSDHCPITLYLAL
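Compound pre-exposure to 0.75 nM APE1, 15 min at ambient temperature. Reaction initiated with 50 nM TAMRA/BHQ-2 THF substrate, read immediately in kinetic mode, 525 nm excitation, 598 nm emission.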
POLH inh – inhibitors of human DNA polymerase eta | Potency, µM (doses to about 114 µM), for inactives: at the top dose activity change, negative = inhibition, actives largely listed as inhibitors | recombinant Pol eta, fluorescent DNA replication assay | AID 588591 | Q9Y253 | 1.2% of 390,000 active; also: potency is read from the fitted curve at half-maximal effect; % is scaled to controls: 0 for no effect and ±100 for the full control effect
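Pol eta at 10 nM preincubated with compounds 15 min at room temperature; reaction started with fluorescent substrate (50 nM final) and read kinetically at 0 and 10 min.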
Pol beta inh – blocks human DNA polymerase beta activity; P06746; Pol beta primer extension/strand displacement, fluorescence kinetic; Potency, µM (series often up to 114 µM), without a hit: at the top dose activity change, negative = inhibition, hits mostly inhibitors; 1.3% of 340,000 active; AID 485314; also: potency is read from the fitted curve at half-maximal effect; % is scaled to controls: 0 for no effect and ±100 for the full control effect
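Human Pol beta at 10 nM; strand-displacement substrate 50 nM final. Compound exposure 15 min at room temperature before start, reaction 10 min at room temperature.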
Pol kappa inh – blocks human DNA polymerase kappa activity; 0.53% of 400,000 active; AID 588579; Q9UBT6; Potency, µM (top dose mostly 107 µM), without a hit: at the highest dose activity, negative = inhibition, actives largely listed as inhibitors; purified Pol kappa, fluorescent DNA synthesis assay, 10 min; also: potency is read from the fitted curve at half-maximal effect; % is scaled to controls: 0 for no effect and ±100 for the full control effect
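Here, compound and 10 nM enzyme are combined for 15 min at room temperature; adding 50 nM substrate (final) starts DNA synthesis, tracked by fluorescence at 0 and 10 min against buffer-only wells.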
Apoferritin bind – binds horse apoferritin like a general anesthetic; P02791; 0.074% of 350,000 active; Potency, µM (series often up to 77.5 µM), without a hit: at the highest dose activity change, negative = displacement, usual class: inhibitors; AID 485281; apoferritin/1-aminoanthracene competitive binding, fluorescence; also: potency is read from the fitted curve at half-maximal effect; % is scaled to controls: 0 for no effect and ±100 for the full control effect; nearly all actives have a fitted effect of over 20% in size
Target sequence (P02791 2-175 limits assumed): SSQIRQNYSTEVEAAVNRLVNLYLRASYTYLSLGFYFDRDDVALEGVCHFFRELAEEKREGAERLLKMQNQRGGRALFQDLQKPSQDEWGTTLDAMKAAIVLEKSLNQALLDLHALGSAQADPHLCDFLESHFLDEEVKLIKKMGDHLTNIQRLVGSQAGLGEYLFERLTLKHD
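Steps: apoferritin (10 uM) was premixed with half-saturated 1-AMA in PBS, compounds were pin-transferred, plates stood 10 min at room temperature, fluorescence was read at 380/535 nm, and curves were fitted with a Hill equation.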
LDHA block – blocks human lactate dehydrogenase A | 0.15% of 480,000 active | P00338 | purified LDHA, NADH/diaphorase-resazurin fluorescence; active compounds read low | activity change, % (values are at about 110 or 230 µM); in the data active = activity change below about -30%; inconclusive = mostly about -25% to -30%;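 also: plate controls were DMSO wells for no effect and wells without enzyme for full effect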
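Enzyme activity of human lactate dehydrogenase 5 (2 nM; 0.06 mM NADH, 0.2 mM pyruvate, 5 min, RT) is measured via a resazurin/diaphorase fluorescence readout of residual NADH.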
An asterisk follows results filed as active; u = inconclusive; x = not tested or not shown; & = joins results of further samples; [ ] = remark or other dose. Unless noted, calls follow the shape of the dose curve; as a rule, active = well fitted curve in the direction sought with a large enough effect; inconclusive = small, poorly fitted or top-dose-only effect, or another doubt; inactive = no such curve, though single readings can be large; an effect the other way counts as inactive or inconclusive.

molecule,POLI inh,GRP78 ERSR act,BLM helicase inh,APEX1 inh,POLH inh,Pol beta inh,Pol kappa inh,Apoferritin bind,LDHA block
O=C(Cc1ccccc1)N/N=C/c1ccc(-c2ccc([N+](=O)[O-])cc2)o1,19.5%,-0.9%,6.1%,5.4%,-0.6%,17.8%,-1.4%,-2.5%,-8.1
Cc1nc(Nc2ccccc2C(F)(F)F)sc1C(=O)N(C)C,42.6%[activator],2.3%,0.8%,-2.1%,-11.6%,12.7%,-10.4%,-21.6%,-4.5&-0.4
Cc1cc(O)ccc1NC(=S)NC(=O)c1cncc(Br)c1,12.3%,-1.6%,-2.9%,-12.8%,-3.9%,2.6%,-14.4%,u,-0.6
COCCN(Cc1cc2cc(C)ccc2nc1Cl)C(=O)Nc1ccccc1C,-3.5%,-3.7%,-2.2%,-10.1%,-6.3%,30.2%[activator],0.7%[60.1 µM],-14.5%,0.4
O=C(CSc1nnc(COc2cccc3cccnc23)o1)N1CCc2ccccc21,22.5%,-3.6%,-1.3%,-0.2%,-2.5%,-17.5%,-7.2%,-7.8%,-7.5
O=C(C(=O)N1CCN(c2ccccc2)CC1)c1c[nH]c2ccccc12,111.2%[activator],-0.2%,-12.0%,17.9%,3.1%,18.5%,0.2%,-11.8%,-3.9
CC1(C(=O)NCc2ccc(Cl)c(Cl)c2)Oc2cccnc2NC1=O (centres undefined),132.7%[activator],-3.2%,-0.8%,-4.7%,u,-11.0%,-3.8%,-5.9%,-10.4
COc1cc(NC2CCCCC2O)c2nc(-c3ccc(Cl)cc3)ccc2c1 (centres undefined),-13.0%,12.9%,-24.3%,12.3%,-14.7%,-2.7%,-16.9%,u,3.6
Cc1cc(C)c(OCCCCNCc2ccccc2)c(Cl)c1,17.2%,-5.8%,3.2%,1.4%,-27.7%,5.9%,-22.1%,u,-20.2
COc1ccc(C2=NC3(CCCCC3)N(CC(=O)Nc3ccc(C(C)C)cc3)C2=O)cc1,47.5%[activator],x,-9.8%,x,x,-3.0%,-2.3%,-15.5%,-11.8
COc1ccc(OC)c(N(CC(=O)N2CCCC2)S(=O)(=O)c2ccc(C)cc2)c1,37.6%[activator],4.9%,-4.4%,2.0%,-18.7%,2.1%,-6.0%,-1.6%,-6.7
COc1ccccc1NC(=O)c1cc(S(=O)(=O)NCCc2ccccc2)ccc1F,7.2%,-3.0%,-17.5%,x,-22.1%,3.6%,-8.4%[60.1 µM],-14.5%,-2.5
CN1C[C@@H]2C(c3ccc(Cl)nc3)C3(c4cccnc4)CC2(C3)[C@H]1c1ccccc1 (some centres undefined),10.3%,-2.0%,0.5%&0.5%,-4.9%&3.0%,-13.0%,-2.3%,-1.2%,-14.2%&5.4%,-0.7
Cc1cc(C)c2c(=O)cc(C(=O)Nc3ccc(S(=O)(=O)N(C)Cc4ccccc4)cc3)oc2c1,24.9%,-2.1%,-4.4%,x,-13.2%,3.2%,-8.8%,0.2%,5.8&-4.0
CC(OC(=O)c1cc(=O)c2cc(Cl)ccc2o1)C(=O)N1CCCC1 (centres undefined),39.4%[activator],-5.4%,x,17.9%,-20.1%,x,-0.5%,x,-4.2
CCOc1ccccc1CN(CCc1ccc2c(c1)OCO2)Cc1cc(OC)c(OC)cc1OC,19.4%,-2.4%,-5.8%,x,-27.2%,-12.0%,-23.0%,3.5%,-9.9
O=C(CCCN1C(=O)c2cccnc2C1=O)N1CC(=O)N(CCc2ccccc2)C(=O)C1,18.1%,-3.3%,0.5%,1.5%,1.0%,0.4%,-3.8%,-14.9%,-8.1
C=CCn1c(-c2ccc(N)cc2)nc2ccccc21,-14.7%,-2.1%,-3.5%,-4.1%,-17.5%,13.8%,7.3%,-10.7%,1.5
CCc1ccc(NS(=O)(=O)c2ccc3[nH]c(=O)[nH]c3c2)cc1,14.8%,-1.7%,-2.2%,-2.9%,-12.3%,-22.7%,3.7%,-5.6%,-0.5
Cc1cc(N2CCOCC2)nc2cc(O)ccc12,22.3%,-3.0%,-8.7%,-0.7%,-12.0%,2.4%,16.8%,645.1%[activator],2.0
Cc1c(Cl)cccc1NC(=O)Cn1cccc1,9.1%,-3.6%,-1.8%,1.2%,7.7%,5.3%,1.6%,-3.8%,-1.6
Cc1ccsc1/C=N/NC(=O)CNC(=O)c1cccc([N+](=O)[O-])c1C,18.1%,-5.0%,-1.6%,-5.3%,-4.7%,-0.1%,-17.8%,u,-5.5
O=C(NCCC1=CCCCC1)c1ccc2c(=O)n3nc(Nc4ccccc4)sc3nc2c1,6.2%,-2.0%,-3.1%,x,-5.1%,29.9%,-3.9%[60.1 µM],-13.4%,1.2
CC(C)CCNCC(O)CON=C1c2ccccc2-c2ccccc21 (centres undefined),2.1%,-2.9%,2.5%,-4.0%,-24.2%,1.4%,-4.2%,u,0.1
C=CCC1NS(=O)(=O)OC(COC)C1C (centres undefined),22.9%,-4.3%,-1.1%,10.7%,2.7%,29.9%,-8.4%,-11.5%,-12.0
Cc1cc2c(c(SCC(=O)NCCc3ccccc3)n1)C(=O)OC2,-3.6%,-2.0%,-2.4%,24.6%,-9.3%,10.3%,-9.5%,-14.3%,2.0
COc1cc(C(CC(=O)Nc2ccc(Cl)cn2)N2Cc3ccccc3C2=O)cc(OC)c1OC (centres undefined),11.6%,0.3%,-2.8%,37.9%,-21.3%,-14.4%,-7.5%,-5.6%,-8.0
O=C(O)c1ccccc1C(=O)c1ccc2c(c1)CCC2,-16.1%,-2.0%,-4.0%,-13.6%,13.2%,59.0%,-4.2%,0.7%,-0.7
O=C(NCC1CCCO1)c1cccc(C(=O)NCC2CCCO2)c1 (centres undefined),-12.6%,-0.2%,1.5%,8.5%,-14.6%,39.6%,-16.9%,2.0%,-10.0
Cn1cc(CN(C(=O)Nc2ccc(Cl)c(Cl)c2)C2CCCCC2)c2ccccc21,3.6%,0.6%,-2.4%,x,-9.2%,2.5%,5.6%,-12.9%,3.4

For reference, part of the list above:
molecule,POLI inh,GRP78 ERSR act,BLM helicase inh,APEX1 inh,POLH inh,Pol beta inh,Pol kappa inh,Apoferritin bind,LDHA block
CCOc1ccccc1CN(CCc1ccc2c(c1)OCO2)Cc1cc(OC)c(OC)cc1OC,19.4%,-2.4%,-5.8%,x,-27.2%,-12.0%,-23.0%,3.5%,-9.9
O=C(CCCN1C(=O)c2cccnc2C1=O)N1CC(=O)N(CCc2ccccc2)C(=O)C1,18.1%,-3.3%,0.5%,1.5%,1.0%,0.4%,-3.8%,-14.9%,-8.1
C=CCn1c(-c2ccc(N)cc2)nc2ccccc21,-14.7%,-2.1%,-3.5%,-4.1%,-17.5%,13.8%,7.3%,-10.7%,1.5
CCc1ccc(NS(=O)(=O)c2ccc3[nH]c(=O)[nH]c3c2)cc1,14.8%,-1.7%,-2.2%,-2.9%,-12.3%,-22.7%,3.7%,-5.6%,-0.5

Next section.
molecule,POLI inh,GRP78 ERSR act,BLM helicase inh,APEX1 inh,POLH inh,Pol beta inh,Pol kappa inh,Apoferritin bind,LDHA block
CC(C)CNC(=O)CSc1nc2nn(-c3ccccc3)c(=O)c-2c2n1CCCCC2,11.4%,4.2%,-2.4%,-2.6%,-14.8%,-5.5%,-22.4%,-9.0%,-2.5
CC(=O)NC(Cc1ccc(F)c(F)c1)C(=O)NC1CCN(c2nnnn2-c2ccccc2)CC1 (centres undefined),22.3%,-1.4%,-4.9%,3.2%,-17.0%,u,-0.8%,-5.7%,-0.9
CNC(=O)COc1ccccc1C(=O)Nc1ccccc1,2.4%,-2.1%,x,x,x,x,-2.8%,x,1.3
C=CC(O)(C#CCN(CC)CC)c1ccccc1 (centres undefined),3.5%,-4.4%,-0.2%,1.3%,-2.3%,-14.8%,-14.4%,-1.9%,-4.0
Cc1c(Cc2ccccc2)sc(N)c1C(N)=O,x,x,-4.1%,-4.1%,x,-2.5%,x,-13.9%,x
Cc1ccc(NC(=O)CN(C)C(=O)CSc2nncn2C)cc1,7.1%,-2.0%,-0.8%,9.4%,2.5%,2.5%,-16.4%,-4.2%,-7.7
CC(=O)OCC(=O)NCC(=O)c1c[nH]c2ccccc12,4.3%,-0.7%,-5.0%,u,-7.2%,0.0%,-14.8%,-1.3%,-2.5
O=C(Nc1ccc(O)c(-c2nc3ccccc3o2)c1)C1(c2ccc(Br)cc2)CCCC1,-5.1%,-1.3%,-8.5%,5.0%,-10.0%,-11.0%,-18.8%,23.7%,-1.7
CNC(=O)CCn1nc(-c2ccccc2)c2ccccc2c1=O,-0.2%,-6.9%,1.2%,0.2%,-0.4%,24.8%,0.7%,-11.0%,-10.4
Cc1c(N(C(=O)Cc2cccs2)C2(C(=O)NC3CCCC3)CCCCC2)c(=O)n(-c2ccccc2)n1C,75.4%[activator],-3.2%,-4.1%,-7.0%,-19.8%,4.2%,1.2%,-9.0%,3.9
Oc1ccc(C2C(c3ccccc3)=NN=C(c3ccc(Cl)cc3)N2O)c(O)c1 (centres undefined),-12.5%,0.5%,-0.4%,-4.4%,-15.9%,3.0%,-6.3%,u,-0.1
CCOc1ccccc1NC(=O)C1CCN(C(=O)C2CC(=O)N(c3ccc(C)cc3)C2)CC1 (centres undefined),28.0%,-4.1%,0.2%,2.2%,-12.8%,14.8%,-12.7%,-6.8%,-17.9
CCCCSC1=C(C#N)C(c2ccccc2C)CC(=O)N1 (centres undefined),9.4%,-5.2%,-0.7%,-6.2%,-14.4%,0.7%,6.1%,-9.1%,-1.2
CCOC(=O)c1c(C)[nH]c(C)c1S(=O)(=O)N1CCCC(C(=O)Nc2cccc(CC)c2)C1 (centres undefined),13.3%,-1.9%,-3.7%,x,-29.6%,-28.1%,-13.8%,u,3.6

Assay outcomes: PubChem, National Center for Advancing Translational Sciences (NCATS)

An excerpt; count on the stated rates, not on these rows.
